Measles CPE: protection of cells from measles virus; Measles virus-infected cells, CPE protection, absorbance; protection (pct of control), % at 4 µM; 140,000 tested, 1.5% active; AID 841; in the data active = protection mostly above about 24%, no sharp cut-off; inactive = mostly below about 26%; also: some compounds called inactive have numbers as strong as hits
NPY-Y2 antag: NPY-Y2 (human) receptor antagonism. inhibition, % at 2.7 µM. P49146. AID 793. NPY-Y2 expressing cells, antagonist mode. 140,000 tested, 0.99% active; in the data active = inhibition above about 17%;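 also: 0% = vehicle with agonist challenge and 100% = reference antagonist with challenge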
Target sequence (P49146 whole entry, looked up): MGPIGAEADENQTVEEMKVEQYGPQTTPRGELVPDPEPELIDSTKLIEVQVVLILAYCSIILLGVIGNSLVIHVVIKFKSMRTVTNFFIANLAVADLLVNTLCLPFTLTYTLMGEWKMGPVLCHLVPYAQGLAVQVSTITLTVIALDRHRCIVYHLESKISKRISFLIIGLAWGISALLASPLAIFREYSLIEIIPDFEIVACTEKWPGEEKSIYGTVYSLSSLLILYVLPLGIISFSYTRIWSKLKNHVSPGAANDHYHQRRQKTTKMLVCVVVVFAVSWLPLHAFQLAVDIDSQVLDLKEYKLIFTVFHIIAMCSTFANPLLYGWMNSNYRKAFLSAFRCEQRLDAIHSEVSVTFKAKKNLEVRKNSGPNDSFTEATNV
Yeast lifespan up: extends the lifespan of yeast; S. cerevisiae growth with nicotinamide, OD615; deaD strain in restrictive glucose medium; inhibition of the nicotinamide effect, % at 10 µM; 130,000 tested, 0.68% active;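 active = inhibition above a set limit, placed 3 SD over the median of all compounds, cut at about 26% in these data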;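 also: 0% = nicotinamide-treated wells and 100% = cells grown without nicotinamide; some compounds called inactive have numbers as strong as hits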
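assay system = DeaD-strain S. cerevisiae | buffer or medium = restrictive glucose medium | reagent = 1.5 mM nicotinamide | compound = 10 µM single point, 0.25% DMSO | incubation = 48 h compound exposure at 30 °C, humidified | signal = OD615 measurement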
HCT116 PTEN-null: growth suppressors of cells with PTEN tumor suppressor deletion. HCT116 PTEN-null viability, CellTiter-Glo, 60 h; hits give low values. viability, % at 10 µM. AID 827. 140,000 tested, 1.2% active;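 active = viability at or below a set limit, 4 SD under the median of all tested compounds, cut at about 3.7% in these data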;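 also: PTEN knockout HCT116 line with beta catenin targeted HCT116 as companion control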
GALR2 antag: blocks the human galanin receptor 2 | GALR2-expressing cells, antagonist mode | inhibition, % at 4 µM | 140,000 tested, 0.39% active; in the data active = inhibition above about 27%;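 also: cells stimulated with galanin 1-16 at roughly its EC80; 0% = agonist challenge control and 100% = basal control without agonist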
Target sequence (O43603 whole entry, looked up): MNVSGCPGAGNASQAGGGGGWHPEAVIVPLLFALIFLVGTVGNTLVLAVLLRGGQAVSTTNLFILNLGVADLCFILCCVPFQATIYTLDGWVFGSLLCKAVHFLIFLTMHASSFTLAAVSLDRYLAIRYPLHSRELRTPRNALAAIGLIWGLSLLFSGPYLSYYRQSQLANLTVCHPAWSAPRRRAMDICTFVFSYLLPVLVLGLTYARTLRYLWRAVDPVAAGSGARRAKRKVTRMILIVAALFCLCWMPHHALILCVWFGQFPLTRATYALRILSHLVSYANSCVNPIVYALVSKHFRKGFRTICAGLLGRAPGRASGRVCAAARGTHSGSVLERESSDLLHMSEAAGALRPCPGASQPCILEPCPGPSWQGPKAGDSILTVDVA
Phagocyt inh: blocks phagocytosis by macrophages; 110,000 tested, 0.07% active; inhibition, % at 5 µM; AID 1029; J774A.1 macrophage IgG-bead phagocytosis, imaging;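 active = inhibition above the mean of the plate negative controls plus 5 SD, cut at about 13% in these data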;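 also: phagocytic index as fraction of beads internalized from green versus red external bead signal; plate controls were DMSO negative control for no effect and cytochalasin-D positive control for full effect; some results beyond the cut were filed as inactive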
MRP-1 activ: activates MRP-1; viability increase, % at 10 µM; H69AR cells + doxorubicin, viability rescue, CellTiter-Glo; 140,000 tested, 0.61% active;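 active = viability gain under doxorubicin at or above a set limit, the compound median plus 3 SD, cut at about 4.7% in these data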;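 also: MRP-1 overexpressing cells given doxorubicin 25 µM after compound pretreatment; 18-22 h compound pretreatment then 72 h with doxorubicin before readout; 0% = doxorubicin-only wells and 100% = vehicle-treated cells without doxorubicin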
E-sel TNF inh: blocks E-selectin expression induced by TNF alpha; HUVEC TNFa-induced E-selectin immunofluorescence, high content; inhibition, % at 2 µM; 120,000 tested, 0.71% active;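 active = inhibition above the batch mean plus 3 SD, and confirmed as a hit on visual image review, cut at about 43% in these data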;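 also: 0% = TNF-stimulated DMSO wells and 100% = unstimulated control wells; not every result past the cut was called active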
bCat KO growth: beta-catenin-lacking colon tumor cell growth suppression; HCT116 beta-catenin knockout viability, CellTiter-Glo, 60 h; hits give low values; viability, % at 10 µM; 140,000 tested, 1.5% active; AID 818;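 active = viability at or under a set limit, the compound median less 4 SD, cut at about 6% in these data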;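 also: 0% = Hyamine 1622 control at 20 µM and 100% = untreated cell control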
Yeast growth inh: yeast BB579 growth reduction in restrictive medium; inhibition, % at 10 µM; 140,000 tested, 0.51% active; S. cerevisiae BB579 growth, OD615, 48 h; AID 804;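 active = inhibition above a set limit, 3 SD over the mean compound inhibition, cut at about 44% in these data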; also: inactives centre near -24
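Test system: S. cerevisiae DeaD strain BB579 yeast; Medium: restrictive CSMM-D medium; Compound: one dose, 10 µM compound with 0.25% DMSO; Incubation: 4 h cell preincubation, 48 h compound exposure, 30 °C humidified; Signal: OD at 615 nm; Benchmarks: amphotericin B at 10 µg/mL as positive control.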
Starred values were filed as active, the others as inactive; / = not tested or not shown.

| structure | Phagocyt inh | E-sel TNF inh | HCT116 PTEN-null | GALR2 antag | bCat KO growth | MRP-1 activ | NPY-Y2 antag | Yeast lifespan up | Measles CPE | Yeast growth inh |
| --- | --- | --- | --- | --- | --- | --- | --- | --- | --- | --- |
| CC(=O)c1c(C)[nH]c(C(=O)NCc2cccs2)c1C | 3 | -63 | 98 | 14 | 96 | -0.9 | 3 | -8 | 13 | -35 |
| Cc1cc(Cl)c(S(N)(=O)=O)cc1OCC(N)=O | 1 | -35 | 95 | 1 | 96 | -0.2 | -1 | -1 | 4 | -27 |
| COc1cccc(C(=O)n2c(SC)nc3cc4c(cc32)OCCO4)c1 | / | -27 | 86 | 8 | 76 | -1.3 | 2 | -8 | 14 | -15 |
| CCCSc1nc2c(c(=O)[nH]c(=O)n2C)n1C | / | -12 | 107 | 2 | 105 | -0.7 | 2 | -3 | 12 | -18 |
| Cc1noc(C)c1S(=O)(=O)N1CCC(C(=O)NCCC2=CCCCC2)CC1 | / | 5 | 89 | 8 | 94 | -2.8 | 0 | -14 | 4 | -46 |
| Cc1[nH]nc2c1C(Cc1ccccc1)C(C#N)=C(N)O2 (centres undefined) | 3 | -19 | 98 | 1 | 94 | -0.8 | 0 | -4 | 13 | 2 |
| CN(C)CCCNCC(=O)Nc1ccccc1N1CCOCC1 | -1 | / | 104 | 13 | 98 | -3.4 | 1 | -5 | 15 | -41 |
| CCOc1ccc(CN2CCC(=O)NC2=O)cc1 | -1 | -36 | 96 | -9 | 92 | -0.5 | -3 | 1 | 25 | -32 |
| c1coc(Cn2nnnc2CN2CCN(C3CCCCC3)CC2)c1 | -1 | -22 | 101 | 19 | 82 | -4.1 | 2 | -4 | 4 | 1 |
| CCCCN(CC)S(=O)(=O)c1ccc(C(=O)Nc2nnc(-c3ccccc3Cl)o2)cc1 | -1 | / | 16 | -15 | 16 | -0.2 | 2 | -12 | 17 | -10 |
| O=C(NCCN1C(=O)S/C(=C\c2ccc(F)cc2)C1=O)c1cccc(S(=O)(=O)N2CCOCC2)c1 | 2 | / | 105 | 14 | 75 | -2.1 | 3 | 2 | 13 | -21 |
| FC(F)(F)c1nc(-c2cccnc2)ncc1-c1nnnn1-c1ccccc1 | / | -29 | 71 | 7 | 77 | 2.1 | 5 | -11 | 7 | -4 |
| CCc1nnc(SCC(=O)N2CCCc3ccccc32)nc1CC | / | 2 | 96 | -9 | 99 | -0.6 | 5 | -4 | 11 | -48 |
| COc1ccc(C(=O)Oc2ccc(/C=N/NC(=O)Cc3ccc([N+](=O)[O-])cc3)cc2)cc1 | -6 | 0 | 100 | -1 | 90 | -2.7 | 2 | -3 | 20 | -11 |
| COc1c(Cl)cc(-c2noc(C)c2C(=O)NCc2ccccc2)cc1Cl | 1 | / | 81 | -11 | 98 | -0.4 | 4 | -2 | 4 | -49 |
| CCOc1ccc2[nH]c(C)cc(=O)c2c1 | 1 | / | 76 | -3 | 87 | -3.8 | 1 | -6 | 2 | 1 |
| Cc1cc(=O)oc2cc(OCC(=O)Nc3nnc(C(C)C)s3)ccc12 | -1 | / | 107 | -10 | 98 | 0.7 | 1 | -9 | 19 | -89 |
| CCOC(=O)c1[nH]c2cc(OC)c(OC)cc2c1NC(=O)c1nonc1C | 0 | / | 91 | -8 | 98 | -1.9 | -1 | -8 | 12 | -15 |
| CCOC(=O)/C(=C\c1cn(C)c2ccccc12)[N+](=O)[O-] | -3 | / | 95 | 15 | 100 | -2.3 | 0 | 44* | 27 | -15 |
| CCOc1cc(NC(=O)C2CC2)c(OCC)cc1NC(=O)c1ccccn1 | -1 | 8 | 91 | -1 | 85 | -1.3 | 6 | -9 | 11 | -10 |
| COc1ccc(NC(=O)C(Sc2nnc3ccccn23)c2ccccc2)cc1Cl (centres undefined) | / | / | 90 | 8 | 96 | -1.8 | 3 | -5 | 10 | -28 |
| Cc1c(C(=O)NC(C)CN2CCCCC2)oc2ccccc12 (centres undefined) | -1 | -36 | 96 | 9 | 92 | -4.1 | 6 | -7 | 12 | -22 |
| COC(=O)c1c(C)[nH]c(C)c1-c1ccccc1 | 0 | / | 100 | 1 | 93 | -1.2 | 4 | -14 | 14 | 28 |
| COc1ccc(OC)c(NC(=O)C2CCC(CNc3c(N4CCC(C)CC4)c(=O)c3=O)CC2)c1 (centres undefined) | 0 | -7 | 76 | 2 | 73 | -4.4 | 0 | -7 | 21 | -10 |
| COCCn1nnnc1C(c1ccc(OC)cc1OC)N1CCN(c2ccccc2F)CC1 (centres undefined) | -1 | -8 | 82 | -9 | 95 | -0.3 | 5 | -12 | 11 | 9 |
| CCCCOCCCNC(=O)N[C@H](C(=O)OC)C(C)C | 0 | -16 | 97 | 6 | 105 | 0.4 | 4 | -2 | 10 | -31 |
| COc1ccc(-c2nnc(SCC(=O)c3[nH]c(C)c(C(C)=O)c3C)o2)cc1 | -2 | -7 | 12 | -4 | 7 | -2.8 | 3 | -4 | 6 | -4 |
| CC(c1ccccc1)C1CC(=O)N(C2CCCCC2)C1=O (centres undefined) | -1 | 44 | 91 | -12 | 86 | 0.0 | 3 | 18 | 16 | -25 |
| O=C(CSc1nnc(CNc2ccc(F)cc2)n1Cc1ccccc1)N1CCOCC1 | 0 | / | 96 | -4 | 106 | -3.6 | 3 | -15 | 21 | -48 |
| CCOc1ccc(N2C(=O)c3ccc(C(=O)OCc4c(C)noc4C)cc3C2=O)cc1 | 0 | 1 | 98 | -5 | 99 | 0.1 | 2 | -5 | 1 | -23 |
| Cc1ccc(N2CC(C(=O)Nc3nnc(C(C)C)s3)CC2=O)cc1 (centres undefined) | -2 | / | 93 | 3 | 101 | -1.4 | 4 | -10 | 4 | -10 |
| CC(=O)c1ccc(NC(=O)C(C)n2nc(-c3ccccc3)c3cc(Cl)ccc32)cc1 (centres undefined) | / | -16 | 58 | 2 | 64 | -2.5 | -1 | 0 | 3 | -36 |
| O=C(CN(CCc1ccccc1)C(=O)CNS(=O)(=O)c1ccccc1)NCc1ccco1 | 0 | / | 113 | 1 | 107 | -1.0 | -1 | -5 | 9 | -46 |
| CCOC(=O)N1CCC(NC(=O)CC(NS(=O)(=O)c2ccc(Cl)cc2)c2ccco2)CC1 (centres undefined) | / | -37 | 96 | 8 | 107 | -1.9 | 5 | -7 | 9 | -28 |
| O=C(NC1(C(=O)NC2CCCCC2)CCCCC1)c1ccccn1 | / | -2 | 102 | -3 | 84 | -0.1 | 3 | -8 | 5 | -36 |
| COC(=O)c1cc(NC(=O)C2COc3ccccc3O2)ccc1Cl (centres undefined) | 0 | -48 | 87 | -4 | 101 | 0.2 | 2 | -16 | 4 | -28 |
| Cc1ccccc1N1C(N)=NC(N)=NC1(C)C | 9 | -10 | 107 | 0 | 90 | -0.5 | 0 | 3 | 16 | -6 |
| COc1cc2c3c(c1)/C(=C1/SC(NC(C)=O)=NC1=O)C(=O)N3C(C)(C)C=C2C | -2 | -20 | 77 | -8 | 79 | -2.0 | -3 | -15 | 11 | -72 |
| CCN(CC)S(=O)(=O)c1ccc(N2CCOCC2)c(NC(=O)c2ccc3ccccc3c2)c1 | -4 | / | 89 | 5 | 89 | -2.5 | 5 | -1 | 4 | -12 |
| Oc1ccc(/C=N\Nc2cc(N3CCOCC3)nc(N3CCOCC3)n2)c(O)c1 | 1 | / | 92 | 3 | 86 | -3.0 | 1 | -3 | 6 | -26 |
| COc1ccc(N(C(=O)C2CCCCC2)C2C=CS(=O)(=O)C2)c(OC)c1 (centres undefined) | 0 | -18 | 108 | 5 | 88 | -0.6 | 4 | -1 | 8 | -8 |
| O=C(Nc1ccc(N2CCOCC2)c2nonc12)C1CCCC1 | 0 | 4 | 106 | 4 | 101 | 1.4 | 1 | -14 | 10 | -52 |
| CCN(CC)C(=O)c1c(C)nc2ccccn12 | 2 | 8 | 98 | -8 | 83 | -0.8 | 2 | 3 | 11 | -14 |
| CC(NC(=O)C(C)N1C(=O)C2C3CC(C(Br)C3Br)C2C1=O)c1ccccc1 (centres undefined) | -2 | -22 | 103 | 4 | 95 | -0.6 | -1 | -4 | 18 | -18 |
| CC1CCN(C(=O)N2c3ccccc3Sc3ccccc32)CC1 | 0 | -12 | 86 | -6 | 80 | -1.4 | 5 | 3 | 2 | -11 |
| NC(=O)c1ccc(NC(=O)C2CCCO2)cc1 (centres undefined) | / | -13 | 101 | -2 | 101 | 0.4 | 0 | -19 | 12 | 2 |
| COC(=O)C1=C(C)Nc2nnnn2C1c1ccco1 (centres undefined) | / | -4 | 97 | -7 | 88 | -1.2 | -2 | -7 | 14 | -28 |
| COc1ccc(C(=O)NC(=O)CSc2nnc(-c3ccco3)n2-c2ccccc2)cc1 | 0 | 12 | 111 | -4 | 99 | -2.7 | -3 | -5 | 14 | -19 |
| N#CCn1nnc(-c2ccc3c(c2)OCO3)n1 | 1 | -5 | 100 | -1 | 102 | -0.1 | 2 | -14 | 14 | -57 |
| CCOCC(=O)Nc1ccccc1C(=O)OCC | 0 | -19 | 106 | 10 | 103 | 0.5 | 3 | -21 | 10 | -54 |
| COc1cc(CN(C)C(C)C(=O)Nc2ccc([N+](=O)[O-])cc2Cl)ccc1OC(F)F (centres undefined) | -7 | 42 | 71 | -7 | 74 | -0.5 | 2 | 8 | 4 | -61 |
| CCC(CC)NC(=O)CCc1nc2ccccc2c(=O)[nH]1 | -2 | 20 | 104 | -25 | 103 | 1.4 | 2 | -1 | 2 | -52 |
| COc1cccc(C(=O)Nc2ccc(NC(=O)C(C)(C)C)cn2)c1 | -1 | 16 | 98 | -2 | 93 | -0.8 | 1 | -15 | 10 | 1 |
| O=C(NC(NC(=S)Nc1ccccc1C(=O)O)C(Cl)(Cl)Cl)c1cccc([N+](=O)[O-])c1 (centres undefined) | / | -1 | 104 | -3 | 101 | -0.8 | 0 | -18 | 16 | -1 |
| COc1cccc(C(=O)N=c2sc3c(C)ccc(OC)c3n2C)c1 | 1 | / | 61 | / | 71 | 0.0 | / | -6 | 3 | -54 |
| Cc1ccc(N2C(=O)N(CC(=O)NCc3ccc(Cl)cc3)C(=O)C2C)cc1 (centres undefined) | / | / | 83 | -5 | 74 | -0.6 | -1 | -6 | 5 | -42 |
| CCc1ccc2c(c1)[C@H]1OCC[C@H]1[C@@H](c1cccs1)N2 | -2 | / | 17 | 5 | 17 | -3.8 | 5 | -2 | 8 | -27 |

An excerpt from above in order of the Yeast growth inh value, high to low:
smiles	Yeast growth inh
CCc1ccc2c(c1)[C@H]1OCC[C@H]1[C@@H](c1cccs1)N2	-27
COC(=O)C1=C(C)Nc2nnnn2C1c1ccco1 (centres undefined)	-28
O=C(Nc1ccc(N2CCOCC2)c2nonc12)C1CCCC1	-52

Source: PubChem BioAssay
